Screens (PubChem)
MT stabilizer: stabilizes microtubules in HeLa cells; HeLa tubulin immunostaining HCS, 24 h; share of cells brighter than vehicle mean+2SD; % tubulin-high responders, % at 10 µM; 200,000 tested, 0.83% active; AID 2205;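 active means plate Z-score above 3 for both tubulin-high and condensed-nucleus cell shares, with cell loss under 80%, at 10 µM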;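 further: anti alpha tubulin signal scored within the nucleus-defined area of each cell; some results filed as inactive read as strong as hits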
Hep lipid drop: modulators of hepatic lipid droplet formation; AML12 mouse hepatocytes, oleate lipid droplets, BODIPY imaging; inhibition, % at 6.5 µM; 240,000 tested, 0.4% active; AID 1656;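 active means lipid droplet intensity inhibited by at least 50%, with more than 500 cells counted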
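Material – mouse AML12 hepatocyte cell line, fixed after treatment · Compound dosing – one dose, 6.5 µM compound · Times – compound with oleate, overnight · Measured by – Image-based BODIPY and DAPI two-channel analysis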
Insulin prom up: MIN6 insulin promoter up-regulation; MIN6 insulin promoter-GFP reporter, high-content imaging; hits give high values; z-score at 5 µM; 190,000 tested, 0.3% active; AID 1625;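 active means z-score above 3 at 5 µM with at least 500 cells counted in the well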
CSM14.1 death rescue: rescue of cells from ER stress-induced death, primary screen, 384-well, CSM14.1, thapsigargin, ATP luminescence (AID 1222) | one-dose cellular ATP content (survival), % at 20 µM; EC50 in µM for titrated hits | CSM14.1 thapsigargin-induced death rescue, ATP luminescence; higher % means a stronger effect | 190,000 tested, under 10 active;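 active means EC50 below 50 µM in the dose-response confirmation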;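 further: death triggered by thapsigargin at about 15 µM added after 2 h compound pretreatment; cell ATP read after overnight thapsigargin exposure of roughly 18 to 22 hours; normalized against plate controls of thapsigargin alone and 5% DMSO vehicle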
XIAP displacement: XIAP antagonists, biochemical, IAP family, fluorescence polarization (AID 1018); XIAP BIR domain, fluorescence polarization peptide displacement; higher % means a stronger effect; displacement, % at 20 µM; hits with a dose series show IC50 in µM; 200,000 tested, 0.007% active; in the data active means displacement above about 50%; further: a part of the inactive calls stands beside numbers as strong as those of hits
Dynein cargo inh: dynein cargo transport inhibition | z-score, hits read low | 3617.4 mouse cells, GR-EGFP nuclear translocation imaging; test concentration mostly 20 µM; stimulated with dexamethasone, 1 µM; hits give low values | 220,000 tested, 0.47% active;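 active means plate z-score of nuclear minus cytoplasmic receptor signal below a set negative limit, without overly bright fluorescence or cell loss, cut at about -3.5 in these data, passing the limit was not always enough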;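 further: z-score of nuclear minus cytoplasmic ring GR-EGFP intensity difference per well; some compounds called inactive have numbers as strong as hits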
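medium = tetracycline-free induction medium containing charcoal-stripped FBS | probe or stimulus = dexamethasone, 1.0 µM final | timing = 48 h induction, then 1 h compound, then 30 min agonist, 37 °C | detection = automated 10x imaging of fixed Hoechst-stained cells | read-out basis = nuclear versus cytoplasmic GR-EGFP signal, averaged per well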
Autophagy HCS: autophagy modulation, high-content screen; AID 463193; MEF GFP-LC3 puncta imaging; test concentration mostly 10 µM; 190,000 tested, 0.98% active; calls only at 10 µM (by protocol);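 active means percentage of spot-positive cells more than 3 SD above its plate mean, without a fluorescence outlier flag or 80% toxicity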;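 further: spot-positive cell cutoff set from DMSO-treated cells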
b-catenin transl: beta-catenin nuclear translocation modulation | HeLa beta-catenin nuclear translocation, immunofluorescence imaging | nuclear translocation activity, % at 5 µM | 190,000 tested, 0.3% active | AID 1665;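 active means nuclear translocation activity above 50% at 5 µM, with a well cell count of 50 or more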;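 further: per-cell ratio of nuclear to cytoplasmic median beta-catenin stain intensity; plate controls were DMSO negative control for no effect and GSK-3 inhibitor IX positive control for full effect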
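Test system: human HeLa cells, endogenous beta-catenin. Times: 24 h compound exposure, 37°C. Measured by: beta-catenin immunofluorescence imaging with DAPI.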
WT yeast gro inh: growth inhibition of WT yeast, mitochondrial fusion screen | inhibition, % at 10 µM | 190,000 tested, 2.1% active | mitochondrial fusion phenotypic screen, WT strain; in the data active means inhibition above about 58%; tested in S. cerevisiae
WT yeast gro inh mutant strain: further read-out of WT yeast gro inh, marked with its call; inhibition, %; mitochondrial fusion phenotypic screen, mutant strain inhibition
Dynein cargo inh cytoplasmic EGFP: recorded beside Dynein cargo inh, whose call it bears; z-score; measured here: cytoplasmic GR-EGFP intensity; hits give high values
Dynein cargo inh nuclear GR-EGFP: further read-out of Dynein cargo inh, marked with its call; z-score; measured here: nuclear GR-EGFP intensity;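 lower value marks the stronger effect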
Dynein cargo inh cell count: also measured in Dynein cargo inh; calls as there; z-score; measured here: cell count per field
Insulin prom up cell count: also measured in Insulin prom up; calls as there; cell count; measured here: cytotoxicity, nuclei count;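 total cells summed across four imaged fields per well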
Hep lipid drop cells 6.5 µM: second read-out of Hep lipid drop, no call of its own (marks repeat the call); cell count; measured here: cell count, cytotoxicity flag;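 cells counted across two imaged fields per well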
b-catenin transl cell count 5 µM: further read-out of b-catenin transl, marked with its call; cell count; measured here: cell count, cytotoxicity flag
MT stabilizer Hoechst-high %: also measured in MT stabilizer; calls as there; % Hoechst-high responders; measured here: nuclear condensation Hoechst responders;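 share of cells brighter than vehicle mean plus two SD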
MT stabilizer cytotoxicity %: further read-out of MT stabilizer, marked with its call; toxicity, %; measured here: cytotoxicity by cell density;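 0% = mean cell density of plate MIN control wells and 100% = no cells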
Autophagy HCS cell loss 18 h: also measured in Autophagy HCS; calls as there; toxicity, %; measured here: cell loss, nuclei count;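 cell loss after 18 h compound exposure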
The depositor's hits bear a star; i = inactive; . = no result given.

SMILES | MT stabilizer | MT stabilizer Hoechst-high % | MT stabilizer cytotoxicity % | Hep lipid drop | Hep lipid drop cells 6.5 µM | Insulin prom up | Insulin prom up cell count | CSM14.1 death rescue | XIAP displacement | Dynein cargo inh | Dynein cargo inh cytoplasmic EGFP | Dynein cargo inh nuclear GR-EGFP | Dynein cargo inh cell count | Autophagy HCS | Autophagy HCS cell loss 18 h | b-catenin transl | b-catenin transl cell count 5 µM | WT yeast gro inh | WT yeast gro inh mutant strain
CCOC(=O)CC(=O)Nc1ccn[nH]1 | . | . | . | 8.7 | 684 | -0.09 | 1163 | . | . | 1.64 | -0.21 | 0.829 | -0.499 | . | . | -0.9 | 1071 | . | .
CCNc1nc(NC(C)C)nc(N(C#N)Cc2ccccc2)n1 | 1.7 | 0.7 | 1.4 | -11.4 | 706 | -0.44 | 1356 | 0.6% | -3.8% | 0.875 | -0.0884 | 0.536 | -1.17 | i | 1.7 | . | . | 7.9 | 17.1
Cc1cc(C)n(CC(=O)c2ccc(Cl)cc2)n1 | 3.3 | 1.0 | 9.7 | -27.4 | 692 | 0.38 | 1353 | -0.2% | -5.5% | 0.242 | -0.294 | 0.396 | -0.0786 | i | -5.4 | -1.3 | 1088 | 4.2 | -2.1
CCOC(=O)N1CCC(NC(=O)C2CCN(c3nc(-c4ccc(OC)cc4)no3)CC2)CC1 | 3.1 | 2.0 | 6.6 | . | . | -0.86 | 1520 | -1.0% | -5.1% | 0.0836 | -0.195 | 0.534 | 0.327 | i | 27.3 | 2.0 | 1295 | -0.9 | -21.5
Cc1nc(Nc2nc3ccccc3o2)nc2c1CCC2 | 2.2 | 2.0 | 3.6 | . | . | 0.42 | 1194 | -1.6% | -3.2% | -0.561 | 0.0309 | -0.197 | 0.863 | i | -12.8 | -4.9 | 1026 | 15.1 | 16.5
NC(Cc1ccccc1)C(O)(c1ccccc1)c1ccccc1 (stereo not drawn) | 2.8 | 1.1 | 3.4 | 5.7 | 732 | -0.14 | 1744 | -1.3% | 1.7% | -0.277 | -0.12 | 0.34 | -0.278 | i | 1.0 | -0.9 | 1001 | 9.9 | 1.2
O=C(c1ccc(F)cc1)C1CCN(C(=O)NC2CCCCC2)CC1 | 4.0 | 1.7 | 8.7 | . | . | 2.12 | 1225 | -0.2% | -11.2% | -0.232 | -0.0251 | -0.916 | -0.123 | i | 2.5 | 0.4 | 1440 | 10.3 | -5.5
COCCNC(=O)CCCn1c(=O)c2cc(OC)c(OC)cc2n(CC(=O)Nc2ccccc2OC)c1=O | 3.7 | 2.5 | 4.1 | 1.5 | 642 | 0.82 | 1434 | -7.7% | -4.3% | 0.0351 | -0.25 | -0.457 | -0.00933 | i | -2.7 | -0.9 | 1079 | -4.8 | 6.0
CCOC(=O)C1CCN(C(=O)Nc2ccc(OCc3ccccc3)cc2)CC1 | . | . | . | 16.3 | 692 | 0.76 | 946 | . | . | 0.784 | -0.252 | 0.702 | -0.311 | . | . | 0.3 | 1346 | . | .
COC(=O)C1=C2SC(C)C(=O)N2C(N)=C(C#N)C1c1ccc(OC)c(OC)c1 (stereo not drawn) | 4.8 | 2.0 | 5.4 | . | . | 0.79 | 1312 | 0.2% | -2.9% | 1.87 | -0.26 | 0.596 | -0.17 | i | -6.1 | -2.9 | 938 | -7.8 | 12.7
CCOC(=O)Nc1cccc(NC(=O)c2ccccc2F)c1 | 6.7 | 1.2 | 7.4 | -3.8 | 710 | -1.59 | 1642 | 0.4% | -1.2% | -0.0578 | -0.305 | 0.513 | -0.148 | i | 6.3 | -5.0 | 1130 | -8.7 | 1.5
O=S(=O)(NCc1ccccc1Cl)c1cnc[nH]1 | 3.4 | 2.0 | 9.8 | -3.7 | 784 | 1.17 | 1187 | -2.3% | -1.8% | -0.656 | -0.211 | -0.0898 | 0.651 | i | 6.5 | 0.6 | 925 | -3.6 | 11.5

Overlap with the part before: two compounds, then new ones.
SMILES | MT stabilizer | MT stabilizer Hoechst-high % | MT stabilizer cytotoxicity % | Hep lipid drop | Hep lipid drop cells 6.5 µM | Insulin prom up | Insulin prom up cell count | CSM14.1 death rescue | XIAP displacement | Dynein cargo inh | Dynein cargo inh cytoplasmic EGFP | Dynein cargo inh nuclear GR-EGFP | Dynein cargo inh cell count | Autophagy HCS | Autophagy HCS cell loss 18 h | b-catenin transl | b-catenin transl cell count 5 µM | WT yeast gro inh | WT yeast gro inh mutant strain
CCOC(=O)Nc1cccc(NC(=O)c2ccccc2F)c1 | 6.7 | 1.2 | 7.4 | -3.8 | 710 | -1.59 | 1642 | 0.4% | -1.2% | -0.0578 | -0.305 | 0.513 | -0.148 | i | 6.3 | -5.0 | 1130 | -8.7 | 1.5
O=S(=O)(NCc1ccccc1Cl)c1cnc[nH]1 | 3.4 | 2.0 | 9.8 | -3.7 | 784 | 1.17 | 1187 | -2.3% | -1.8% | -0.656 | -0.211 | -0.0898 | 0.651 | i | 6.5 | 0.6 | 925 | -3.6 | 11.5
O=C(Nc1cccc(S(=O)(=O)Nc2ccc(Cl)cc2)c1)c1ccc(Cl)nc1 | 5.9 | 3.1 | 8.1 | -5.6 | 597 | -0.43 | 764 | -0.8% | -2.6% | 1.37 | -0.0766 | 0.769 | -0.867 | i | 8.9 | 1.6 | 1087 | 13.6 | 6.8
CC(C)c1nnc(NC(=O)C2CCCN2C(=O)Nc2ccccc2[N+](=O)[O-])s1 (stereo not drawn) | 6.3 | 2.4 | 9.9 | -1.9 | 729 | -0.9 | 1229 | -0.6% | -4.6% | -0.799 | -0.116 | -0.693 | 0.756 | i | -2.5 | -0.6 | 1062 | 4.7 | 13.9
Cc1c(Cl)c([N+](=O)[O-])nn1CCCC(=O)Nc1cccc(O)c1 | 2.5 | 2.3 | 2.7 | -4.0 | 715 | 0.31 | 1635 | -1.3% | -5.5% | 2.07 | -0.219 | 0.696 | -0.688 | i | -0.6 | 1.0 | 943 | -3.7 | -1.9
Cn1c(=O)cc(SCC(=O)Nc2ccc3c(c2)OCO3)c2ccccc21 | 5.3 | 3.7 | 7.7 | . | . | 0.03 | 1488 | -2.0% | -6.6% | 0.566 | -0.012 | 0.524 | 0.299 | i | 5.8 | 0.2 | 1482 | 10.2 | 5.6
COC(=O)c1ccc(NC(=S)NCCc2ccccc2C)cc1 | 1.1 | 1.5 | 4.0 | -1.7 | 529 | 2.12 | 1552 | -1.9% | -17.4% | 0.875 | -0.0707 | 0.251 | -0.964 | i | -6.1 | -1.3 | 1124 | 18.4 | -2.9
CCSc1ccc2nnc(-c3cccc(F)c3)n2n1 | 6.8 | 6.0 | 5.8 | . | . | 0.46 | 1541 | 0.0% | -3.9% | -1.09 | -0.226 | -0.378 | 0.759 | i | 6.9 | -0.8 | 870 | 43.8 | 43.4
CCN(CC)S(=O)(=O)c1ccc(NC(=O)CCC2CCCCC2)cc1 | 2.6 | 1.3 | 2.6 | 1.7 | 750 | 0.84 | 886 | 2.1% | -5.7% | 0.927 | 0.171 | 1.01 | -1.64 | i | -7.5 | 2.2 | 942 | -5.0 | 8.1
COc1cccc(NC(=O)CNC(=O)c2ccc(C)cc2)c1 | 3.2 | 3.0 | 10.9 | -2.6 | 737 | 0.72 | 1516 | -1.0% | -4.9% | -0.524 | -0.17 | 0.0742 | 0.347 | i | -21.2 | 0.1 | 994 | -17.3 | 0.0
COCCN1CCN(Cc2cn[nH]c2-c2cc3ccccc3o2)CC1 | 2.9 | 2.8 | 4.6 | 1.0 | 739 | . | . | -2.1% | -2.8% | -0.965 | -0.172 | -0.679 | -0.0942 | i | 46.7 | -1.3 | 1014 | -9.1 | -3.1
COc1ccc(OC)c(/C=C2/Sc3ccccc3C2=O)c1 | 2.4 | 0.9 | 4.7 | -16.8 | 706 | 0.73 | 1650 | -1.4% | -4.1% | 0.0492 | 10.4 | 1.93 | -0.858 | i | 1.0 | 0.7 | 884 | 16.2 | -1.5
O=C(Cn1nc(Cc2cccnc2)c2ccccc2c1=O)NCc1ccc2c(c1)OCO2 | 6.3 | 3.3 | 6.7 | . | . | -1.01 | 780 | 1.6% | -8.0% | 0.141 | -0.00178 | 0.35 | 0.0271 | i | 6.6 | . | . | 9.4 | 5.7
CCC(=O)N1CCN(c2ccc(NC(=O)c3ccccc3)cc2)CC1 | 2.5 | 1.2 | 6.8 | -12.4 | 590 | -0.63 | 1510 | -0.7% | -2.0% | 0.126 | -0.31 | 0.193 | 0.0379 | i | 6.4 | -0.3 | 1492 | -5.5 | -10.7
CC(=O)/C(N=Nc1ccc2c(c1)OCO2)=C(\C)O | 4.1 | 1.9 | 6.1 | 4.8 | 756 | 0.27 | 1113 | 1.6% | -5.9% | 0.192 | -0.214 | 0.229 | -0.118 | i | 0.8 | -4.0 | 575 | 1.2 | -5.1
CCN1C(=O)/C(=C2/SC(C)=C(C)N2CC)SC1=S | 6.6 | 2.3 | 4.7 | . | . | -0.11 | 1300 | -1.5% | -1.2% | 0.483 | 1.16 | 0.88 | -1.02 | i | 15.8 | 1.9 | 819 | -0.6 | 11.5
O=C1N(CCCCN2C(=O)C3(OCCO3)c3ccccc32)c2ccccc2C12OCCO2 | 3.4 | 1.8 | 60.2 | -0.1 | 578 | -0.53 | 1256 | . | 1.6% | -0.246 | -0.213 | 0.167 | -0.2 | i | -2.0 | . | . | 6.2 | -3.0
Cc1ccccc1Nc1c(-c2ccccc2)nc2ncccn12 | . | . | . | 1.1 | 606 | 0.3 | 1140 | . | . | 0.652 | -0.179 | 0.562 | -1.39 | . | . | -1.8 | 1297 | . | .
N#CC1=C(N)C2=C(N3CCCCC3)CCCC2C1(C#N)C#N (stereo not drawn) | 1.8 | 1.7 | 6.8 | 10.0 | 740 | -0.73 | 847 | 1.8% | -1.4% | -0.965 | -0.183 | -0.464 | 0.52 | i | -2.7 | -3.9 | 1115 | -8.0 | -1.9
